Cneo AK release – Cryptococcus neoformans lysis via adenylate kinase release. lysis activity, % at 15 µM. C. neoformans lysis, adenylate kinase release luminescence, 4 h; normalised: neutral wells 0, clomiphene wells 100. 360,000 compounds, 0.2% hits;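 active = mean lysis activity across replicates of at least 80%, whatever share of replicates individually reach that level; inactive = mean lysis activity below 80%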
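Assay system: Cryptococcus neoformans yeast cells / Dosing: single-point compound dose / Timing: 4 h at 37 °C static, read 1 h later / Measured by: luminescence of released adenylate kinase using an AK detection reagent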
FN deposit inh – fibronectin deposition inhibition; AID 743247; AH1F fibroblasts, Alexa488-fibronectin deposition fluorescence, overnight; inhibition, % at 12.6 µM; 350,000 compounds, 0.086% hits;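 active = mean inhibition across replicates of 30% or more, regardless of how many single replicates reach that level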;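 note: positive control wells lacked labelled fibronectin entirely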
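Test system: AH1F fibroblast monolayer depositing Alexa488-labelled fibronectin into matrix. Input: 10000 cells per well. Technique: fluorescence, ex 485 nm, em 525 nm. Buffer or medium: DMEM plus 2% serum, read in PBS. Timing: 1 h cell adhesion before compound, then overnight fibronectin incubation. Compound: single dose, pinned. Read-out basis: inhibition from reduced deposited-fibronectin fluorescence.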
PAX8 inh HTS – lowers PAX8-driven luciferase in RMG-I cells. RMG-I TPO-luciferase reporter, SteadyGlo, 24 h. inhibition, % at 12.6 µM. 360,000 compounds, 1.2% hits;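 active = mean replicate inhibition at least 60% with every replicate also reaching 60%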;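 note: luciferase light reporting Pax8 driven TPO promoter activity; plate controls were median of neutral control wells for no effect and mitoxantrone controls for full effect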
PGC1a acetyl inh – lowers PGC1a acetylation signal in U2OS cells | inhibition, % at 15.6 µM | AlphaScreen anti-acetyl-lysine; with virally co-expressed GCN5 acetyltransferase | AID 651687 | 350,000 compounds, 0.17% hits;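 active = every replicate shows inhibition of at least 40%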;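 note: 0% = neutral control wells and 100% = positive control wells; some results beyond the cut were filed as inactive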
EWS-Fli block – inhibitors of EWS/Fli oncoprotein transcriptional activity; 350,000 compounds, 0.67% hits; AID 651661; inhibition, % at 12.6 µM; A673 NR0B1-luciferase reporter, viability-normalised;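 active = mean inhibition of at least 50% after viability correction, with every replicate also passing that limit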;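 note: firefly luciferase signal divided by Alamar Blue viability fluorescence both relative to DMSO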
Casp6 inh – inhibitors of human caspase-6 | purified caspase-6, Z-VEID-R110 cleavage fluorescence | inhibition, % at 12.5 µM | P55212 | AID 686996 | 350,000 compounds, 0.53% hits;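 active = mean inhibition across replicates at least about 35%, with every replicate also reaching that limit, limit read from the data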;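 note: 0% = median of neutral control wells and 100% = no fluorescence left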
Target sequence (P55212 24-179 limits assumed): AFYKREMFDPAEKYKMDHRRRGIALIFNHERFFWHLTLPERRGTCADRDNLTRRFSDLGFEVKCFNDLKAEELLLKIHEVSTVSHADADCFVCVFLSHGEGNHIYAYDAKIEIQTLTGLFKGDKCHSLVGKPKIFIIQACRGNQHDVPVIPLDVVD
Target sequence (P55212 194-293 limits assumed): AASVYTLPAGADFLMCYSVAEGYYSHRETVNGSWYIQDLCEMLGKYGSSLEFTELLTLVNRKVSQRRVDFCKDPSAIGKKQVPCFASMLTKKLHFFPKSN
miR122 inh – blocks miR-122 activity in Huh7 sensor cells. 340,000 compounds, 0.3% hits. Huh7 miR-122 Renilla luciferase sensor, 48 h; neutral wells = 0, positive control = 100. activation (reporter increase), % at 12.5 µM;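 active = mean replicate activation score at least 90 and every replicate individually at or above 90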;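 note: higher luciferase means less miR-122 activity so hits act as miR-122 inhibitors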
LGR2 antag – inhibitors of bursicon-induced Drosophila LGR2 receptor cAMP signaling; HEK293 LGR2, CRE-luciferase, bursicon-stimulated, 4 h; 380,000 compounds, 0.35% hits; inhibition, % at 9.99 µM;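 active = drop in luminescence signal, shown as inhibition above about 50% in the replicate tests, limit read from the data, passing the limit was not always enough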;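 note: agonist challenge used bursicon conditioned medium at about half maximal strength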
Active calls of the source: *; x = no result given; [ ] = remark or other dose. Rows were taken by chance; any-hit rate near 2.5%.

SMILES	Cneo AK release	FN deposit inh	PAX8 inh HTS	PGC1a acetyl inh	EWS-Fli block	Casp6 inh	miR122 inh	LGR2 antag
COCC(=O)N1C[C@@H](C)[C@H](OC)CN(C)C(=O)c2ccc(NC(=O)c3cc(C)on3)cc2OC[C@@H]1C	-0.4	-5.3	-21.5	4.3	-6.2	-1.4	x	20.4
O=C(CSC(=S)N1CCSCC1)c1ccc(Cl)cc1	x	-2.3	-103.8	x	-92.9	4.3	x	-19.2
CC(C)NC1CCC(Nc2ccnc3cc(Cl)ccc23)CC1 (configuration not stated)	-10.6	5.3	14.8	-19.0	12.3	-13.6	2.7	0.8
O=C(C[C@@H]1CC[C@@H]2[C@H](COC[C@H](O)CN2C(=O)c2cnccn2)O1)NCc1ccc(Oc2ccccc2)cc1	58.3	0.5	x	-2.3	x	1.2	0.7[16.7 µM]	-4.7
CCCn1nnnc1SCC(=O)N1CCOCC1	-2.7	-5.9	x	-9.3	x	x	-2.6	x
O=C(Nc1cccc2c1CCCC2)c1cccc(F)c1	1.0	4.6	2.6	-0.2	4.6	-7.3	-2.1	-11.9
CSCCC(NS(=O)(=O)c1ccccc1F)C(=O)NNC(=O)c1csc(N2CCOCC2)n1 (configuration not stated)	-1.5	-4.0	11.4	-1.1	-0.4	0.9	-2.0	-13.3
O=C(CNc1cccc(Cl)c1)c1ccc(Br)cc1	0.6	2.9	2.9	-11.2	-10.8	-0.1	35.6	-2.3
Cc1ccc(S(=O)(=O)NC(CC(C)C)C(=O)NCC(C)(C)N2CCOCC2)cc1 (configuration not stated)	-1.7	x	-19.3	x	-1.2	4.1	-0.6	-6.9
COc1ccc(C(=O)NC(=S)Nc2ccc(NC(=O)c3ccco3)cc2)cc1[N+](=O)[O-]	1.0	-11.2	-40.2	12.2	x	-2.6	-5.3	2.2
CCN(c1ccccc1)S(=O)(=O)c1ccc(Oc2ccccc2C(C)=O)nc1	-0.4	-6.3	27.3	-9.6	8.8	-5.7	-3.4	-4.8
COc1ccc(S(=O)(=O)Nc2cccc(S(=O)(=O)N3CCCCC3)c2)cc1	-0.3	3.2	7.6	-20.2	11.0	0.1	69.4	-9.2
COc1ccc(S(=O)(=O)N(C)C[C@H]2Oc3ccc(NC(=O)C4CC4)cc3CC(=O)N([C@H](C)CO)C[C@H]2C)cc1	-0.5	x	x	3.2	1.5	0.8	-1.4[16.7 µM]	-11.7
c1ccc(-c2nc(NCc3cccnc3)c3ccccc3n2)cc1	-6.8	x	x	33.1	5.9	-2.3	0.7	x
CCN1CCN(CCC(=O)Nc2cc(C)ccc2C)CC1	-0.5	5.8	-1.4	2.0	3.2	-7.9	4.5	4.4
O=C(Nc1ccccc1F)N[C@@H]1CC[C@@H](CCNS(=O)(=O)c2ccccc2)O[C@@H]1CO	0.3	x	7.2	-3.1	-0.5	-1.7	x	-14.7
CC(=O)Oc1ccc2c(c1)c(C(C)=O)c(C)n2C	3.1	x	x	15.8	x	x	-3.8	3.4
Cc1cc(C)nc(SCC(=O)Nc2ncc(Cc3ccc(Cl)c(Cl)c3)s2)n1	-0.9	0.5	9.1	2.1	0.0	-2.3	-0.2	0.7
CC(=O)Nc1cc(NC(C)=O)cc(C(=O)OC(C)C(=O)Nc2ccc(S(=O)(=O)N3CCCC3)cc2)c1 (configuration not stated)	2.6	5.7	-2.5	8.6	-5.0	13.3	-5.2	-8.1
COc1ccc(C(CNC(=O)c2oc3ccc(Cl)cc3c2C)N2CCCCC2)cc1 (configuration not stated)	0.5	-0.2	6.4	x	x	0.7	1.6	4.8
CC(C)(C)NNC(=S)Nc1cccc(C(F)(F)F)c1	0.1	-14.8	11.0	2.8	1.7	-0.6	5.6	x
OCCN=C1CCCc2c1[nH]c1ccc(Cl)cc21	x	10.0	30.9	x	1.6	2.1	x	-1.0
Cc1cc(F)ccc1NC(=O)C1CSC2(C)CCC(=O)N12 (configuration not stated)	0.5	-3.7	7.1	x	-4.1	-0.1	x	-11.1
COc1cccc2cc(C(=O)Nc3ccc(S(=O)(=O)NCC4CCCO4)cc3)c(=O)oc12 (configuration not stated)	-1.7	8.2	-7.9	10.7	2.4	-1.2	-1.9	-2.3
Cc1cc(N2CCCC2=O)ccc1S(=O)(=O)Nc1c(C)nn(C)c1C	-1.1	4.9	9.5	-11.5	6.4	3.6	-1.0	9.1

Exported in CSV form: part of the list above.
Structure,Cneo AK release,FN deposit inh,PAX8 inh HTS,PGC1a acetyl inh,EWS-Fli block,Casp6 inh,miR122 inh,LGR2 antag
COCC(=O)N1C[C@@H](C)[C@H](OC)CN(C)C(=O)c2ccc(NC(=O)c3cc(C)on3)cc2OC[C@@H]1C,-0.4,-5.3,-21.5,4.3,-6.2,-1.4,x,20.4
O=C(CSC(=S)N1CCSCC1)c1ccc(Cl)cc1,x,-2.3,-103.8,x,-92.9,4.3,x,-19.2
CC(C)NC1CCC(Nc2ccnc3cc(Cl)ccc23)CC1 (configuration not stated),-10.6,5.3,14.8,-19.0,12.3,-13.6,2.7,0.8
O=C(C[C@@H]1CC[C@@H]2[C@H](COC[C@H](O)CN2C(=O)c2cnccn2)O1)NCc1ccc(Oc2ccccc2)cc1,58.3,0.5,x,-2.3,x,1.2,0.7[16.7 µM],-4.7
CCCn1nnnc1SCC(=O)N1CCOCC1,-2.7,-5.9,x,-9.3,x,x,-2.6,x
O=C(Nc1cccc2c1CCCC2)c1cccc(F)c1,1.0,4.6,2.6,-0.2,4.6,-7.3,-2.1,-11.9
CSCCC(NS(=O)(=O)c1ccccc1F)C(=O)NNC(=O)c1csc(N2CCOCC2)n1 (configuration not stated),-1.5,-4.0,11.4,-1.1,-0.4,0.9,-2.0,-13.3
O=C(CNc1cccc(Cl)c1)c1ccc(Br)cc1,0.6,2.9,2.9,-11.2,-10.8,-0.1,35.6,-2.3

(next part)
SMILES	Cneo AK release	FN deposit inh	PAX8 inh HTS	PGC1a acetyl inh	EWS-Fli block	Casp6 inh	miR122 inh	LGR2 antag
C/C=C/c1ccc([C@@H]2[C@H](CO)N(C(=O)Cc3cccnc3)[C@H]2CNC(C)=O)cc1	-6.6	-3.9	-1.4	-5.7	-2.1	-1.9	-25.0[16.7 µM]	14.6
O=C(NCCF)[C@H]1C[C@@H]1[C@H](NP(=O)(c1ccccc1)c1ccccc1)c1ccccc1	5.3	15.6	5.3	2.6	-5.2	-0.7	1.7	16.5
COc1ccc(NC(=O)c2ccc3nc(C)sc3c2)cc1	-0.3	-0.9	-13.0	21.0	-73.2	-1.1	-7.3	-58.8
O=C(CCNS(=O)(=O)c1ccc(Cl)cc1)OCC(=O)c1ccc[nH]1	0.2	2.3	-2.6	0.1	-1.1	-0.6	-1.4	3.6
CC(=O)c1ccc(N2CCN(S(=O)(=O)c3ccc4c(c3)CC(=O)N4C)CC2)cc1	-1.7	-1.1	-18.4	-2.5	-16.6	2.0	3.3	-12.1
C/C(=N\Nc1cc(N2CCOCC2)nc(C)n1)c1cccc([N+](=O)[O-])c1	x	3.9	29.4	x	18.4	-0.4	x	10.0
Cc1cnc(C(=O)N2CCN(S(=O)(=O)c3cc(C(F)(F)F)cc(C(F)(F)F)c3)CC2)cn1	-1.2	-4.7	0.7	-2.2	7.8	1.1	2.7	5.9
O=C(NCC[C@H]1CC[C@H](NC(=O)c2cccnc2)[C@@H](CO)O1)Nc1ccc(Cl)cc1	6.3	x	-13.5	-3.9	-8.9	-1.1	x	-10.8
CCOC(=O)c1c(S(=O)(=O)N2c3ccccc3CC2C)c(C)n(C)c1C (configuration not stated)	0.4	4.1	19.0	-9.2	x	-3.0	0.4	-2.5
O=C1CC(C(=O)N2CCN(S(=O)(=O)c3cccc(F)c3)CC2)CN1Cc1ccccc1Cl (configuration not stated)	x	3.0	14.8	x	3.8	-165.1	x	-5.4
CCOC(=O)c1c(C)[nH]c(C(=O)/C(C#N)=C/c2ccc(OC(F)F)c(OC)c2)c1C	x	-4.2	-8.2	x	1.2	-0.9	x	x
CCC1(C)SC(N)=NN1C(C)=O (configuration not stated)	x	-0.1	6.4	x	1.3	-0.2	12.5	x
CC(=O)N(C)C[C@@H]1Oc2cc(C#CCC3CCCC3)ccc2S(=O)(=O)N([C@H](C)CO)C[C@H]1C	-0.2	10.0	x	-10.4	22.5	-3.7	-6.4[16.7 µM]	-19.0
COC(=O)c1cc(OC)c(OC)cc1NC(=O)c1cc(OC)cc(OC)c1	x	x	4.7	1.5	7.8	3.5	-9.1	7.2
CCN(Cc1ccccc1)C(=O)CCc1nnc(CCCc2ccccc2)o1	2.0	-3.4	-39.0	-10.5	-34.5	0.6	-2.7	-65.8
CCCCNC(=O)c1cn(CC)c2cc(N3CCN(C(=O)c4ccco4)CC3)c(F)cc2c1=O	-0.9	6.5	21.6	-2.4	0.3	x	-0.5	-4.6
Cc1ccc(Cc2c(-c3cccc(Cl)c3)nc3c4ccccc4ccn23)cc1	0.3	-11.0	11.5	-9.2	2.2	-4.8	1.9	-17.8
O=C(Cc1ccccc1)N1CCN=C1SCc1ccc([N+](=O)[O-])cc1	-1.7	-8.8	24.5	0.1	9.0	-0.8	-4.0	6.4
Cc1cc(C(=O)O)c(C)n1-c1ccccc1	0.0	-0.2	-5.7	-17.8	x	x	-10.0	x
C[C@@H]1CCCCO[C@@H](CN(C)S(=O)(=O)c2ccc(F)cc2)[C@@H](C)CN([C@H](C)CO)C(=O)c2cc(NS(=O)(=O)c3cccs3)ccc2O1	50.0	x	-11.9	-13.1	-4.5	-5.3	4.6[16.7 µM]	-20.3
COC(=O)COc1ccc(S(=O)(=O)Nc2ccc3c(c2)OCO3)cc1	0.0	x	x	4.4	-8.8	-2.7	-2.7	9.3
CC(C)C(C)NC(=O)COn1nnc2ccc(S(=O)(=O)N3CCOCC3)cc21 (configuration not stated)	-0.4	-7.1	-15.3	-3.8	4.3	1.2	5.8	8.3
COc1ccc(/C=N/NC(=O)c2ccc(COc3ccccc3Cl)o2)cc1	-2.0	x	x	-9.9	x	1.0	-2.2	-36.5
CC(C)C(=O)NN(C(=O)c1ccccc1)c1ccccc1	x	11.7	-9.8	x	-0.1	-3.3	x	-4.9
CC(=O)NC(c1ccc(F)c(F)c1)c1nc(-c2ccccc2)cs1 (configuration not stated)	0.0	0.4	-0.1	-10.0	10.4	1.3	-3.3	1.9
More results follow.
SMILES	Cneo AK release	FN deposit inh	PAX8 inh HTS	PGC1a acetyl inh	EWS-Fli block	Casp6 inh	miR122 inh	LGR2 antag
Cc1ccccc1Cn1nc(C)c(NC(=O)c2cc(CC(C)C)on2)c1C	x	8.0	25.7	x	10.5	0.8	-7.2	9.8
CC(=O)Nc1ccc(S(=O)(=O)/N=C2\C(=O)c3ccccc3C([O-])=C2n2cc[n+](-c3ccccn3)c2)cc1	-1.3	0.4	48.9	29.9	37.1	68.3*	31.8	5.4
O=C(CCn1c(=S)oc2ccccc21)Nc1ccc(F)cc1	x	0.9	9.1	x	7.6	-2.7	x	-14.6
Clc1ccc(-c2nnc(-c3cccc4ccccc34)o2)cc1	-1.1	6.7	14.3	x	-33.6	-0.8	4.9	-73.3
O=C1O[C@@H]([C@H](O)CO)C(O)=C1O	2.8	x	4.4	-7.2	3.4	x	-1.7	9.3
COC(=O)CCC(=O)Nc1cccc([N+](=O)[O-])c1	x	-17.6	1.5	x	11.9	0.9	x	x
O=C(O)c1cccc(C(=O)c2cccc(C(=O)O)c2)c1	-5.5	-0.8	26.7	16.4	13.2	1.7	4.2	24.9
COCCN(CC(=O)NCc1ccc2c(c1)OCO2)C(=O)CCC(=O)Nc1nccs1	-1.4	4.0	-0.1	19.2	x	x	-4.2	x

High-throughput results (PubChem BioAssay)
